All columns: NCI-60 one-dose screen, growth in % after 48 h at 10 µM unless noted; 100 = growth as untreated, 0 = no growth, -100 = all killed.
OVCAR-4 – OVCAR-4 ovarian cancer cells; hit rate 3.7% among 80,000; AID 1794784
IGROV1 – IGROV1 ovarian cancer | hit rate 4.7% among 79,000
SW-620 – SW-620 colon cancer. hit rate 5.2% among 82,000
HT29 – HT29 colon cancer | hit rate 7.4% among 81,000
KM12 – KM12 colon cancer cells; hit rate 5% among 82,000; AID 1794800
COLO 205 – COLO 205 colon cancer. hit rate 7.3% among 79,000
SK-OV-3 – SK-OV-3 ovarian cancer cells | hit rate 3.2% among 80,000 | AID 1794785
HCT-15 – HCT-15 colon cancer | hit rate 5.2% among 82,000
HCT-116 – HCT-116 colon cancer; hit rate 7.3% among 82,000
Active calls of the source: *; x = not tested or not shown. How the source made its calls: active means growth percent below 10; inactive means the rest. Outcome played no part in choosing rows. Share with any hit: about 12%.

compound	HCT-15	HCT-116	SW-620	OVCAR-4	HT29	IGROV1	COLO 205	KM12	SK-OV-3
N#Cc1c(NC(=O)c2cccs2)[n+]([O-])c2ccc(Cl)cc2[n+]1[O-]	111	80	85	95	107	-20*	113	99	94
COc1ccc(/C=C2\C=C(c3ccccc3)N(Cc3ccccc3)C2=O)cc1OC	81	98	95	81	91	x	97	89	113
C=C1CCc2occ(C)c2[C@H]2[C@H]1[C@@]13O[C@@]1(C[C@@H](C)C3=O)[C@H]1O[C@@]21C	102	93	107	101	101	105	111	104	102
O=C(CSc1nc(-c2ccccc2)cc(=O)[nH]1)c1ccc(Cl)cc1	104	87	90	112	101	94	106	111	94
CNS(=O)(=O)c1ccc(Cl)cc1	97	82	107	106	100	104	104	99	91
CC(C)(C)CC1(C)NC(=O)NC1=O (stereo not given)	110	101	103	106	107	125	135	106	115
COc1cc(/C(C)=C(\c2ccc(Cl)cc2)c2ccc(OCCN)cc2)ccc1F	99	108	97	102	111	99	109	100	119
OC(Cc1ccncc1)c1ccccc1Cl (stereo not given)	96	103	93	112	107	134	100	107	102
COc1cc(/C(C)=N/NC(=O)CSc2nc3ccccc3c(=O)n2Cc2ccc(S(N)(=O)=O)cc2)cc(OC)c1OC	99	101	103	103	108	99	117	102	118
CCCn1c(O)c(N=Nc2ccc(S(N)(=O)=O)cc2)c2ccccc21	96	98	98	104	103	99	113	104	108
CC(=O)c1cc2ccc(OCC(=O)Nc3cccc(F)c3)cc2oc1=O	102	91	105	119	94	101	116	97	101
CCOC(=O)c1c(N2CCCC2)[nH]c(=O)c(C=Nc2ccc(OC)cc2)c1O	101	95	104	100	97	39	149	102	112
O=C1/C(=C\c2cccc(OCCCCCOc3ccc(Cl)cc3)c2)N=C2SCCCN12	58	53	86	31	67	87	60	48	94
O=C(COC(=O)c1ccc(Br)o1)Nc1nc(-c2ccccc2)cs1	91	96	143	121	105	103	123	103	127
COC1OC(COCc2ccccc2)C(N)C(OCc2ccccc2)C1OCc1ccccc1 (stereo not given)	103	97	105	101	94	x	111	108	102
CC(=C/c1ccccc1)/C=C1/NC(=S)N(CN2CCCCCC2)C1=O	102	96	103	110	90	118	113	103	109
Cc1cc(Cl)nc(SC/C(=N/O)c2ccccc2)n1	100	96	104	81	106	112	105	108	100
Oc1ccc(-c2nn(-c3ccccc3)cc2-c2nc3ccccc3o2)cc1	96	96	104	104	116	109	135	99	118
Cc1ccc(-c2nc(C#N)c(N3CCN(S(C)(=O)=O)CC3)o2)cc1	102	105	101	99	102	97	105	102	109
CCOC(=O)c1sc(Nc2nc(O)c(C3=c4cc(Cl)ccc4=NC3=O)s2)nc1C	99	99	108	106	105	105	105	96	107
CCOc1ccccc1/C=C1\SC(=S)N(CC)C1=O	100	96	105	116	117	98	94	95	100
C[N+](C)(C)CCOP(=O)(O)OP(=O)([O-])OCC1CCC(n2ccc(N)nc2=O)O1 (stereo not given)	97	107	98	109	101	99	108	97	113
C=C(C)[C@@H]1CC[C@]2(C(=O)N3CCNCC3)CC[C@]3(C)[C@H](CC[C@@H]4[C@@]5(C)CCCNC(C)(C)[C@@H]5CC[C@]43C)[C@@H]12	90	90	103	93	61	98	99	98	103
CCN(CC)CCOc1ccc(C(=O)/C=C\c2ccc(Cl)cc2Cl)cc1	2.0*	-90*	-55*	53	-20*	32	-54*	-43*	43
COc1ccc(C2=NN(C(C)=O)C(c3ccc(OCc4ccccc4)c(OC)c3)C2)cc1OC (stereo not given)	70	78	104	96	76	76	98	87	110
CCC1(CC)SC(N)=NC1=O	104	116	104	120	99	124	103	112	101
COC(=O)c1oc2c(F)c(-c3ccc(C)cc3)c(-c3ccccc3)c(-c3ccccc3)c2c1N	71	79	95	99	96	91	100	93	107
CC1CN(C(=O)c2sc3ccccc3c2Cl)CC(C)O1 (stereo not given)	89	103	99	87	93	92	106	101	105
COc1c(/C=N/N=c2sc(C(=O)c3cc4ccccc4o3)nn2-c2ccc(C)cc2)c(O)cc2oc(C)cc(=O)c12	107	101	103	111	113	100	129	107	113
Cn1ccnc1C(=O)/C=C/c1ccc(CC(=O)Nc2ccc(Br)cc2)cc1	5.5*	12	4.8*	43	0.2*	11	6.6*	4.9*	55

Full records from above:
CNS(=O)(=O)c1ccc(Cl)cc1 across the screens: HCT-15: 97; HCT-116: 82; SW-620: 107; OVCAR-4: 106; HT29: 100; IGROV1: 104; COLO 205: 104; KM12: 99; SK-OV-3: 91
Cc1ccc(-c2nc(C#N)c(N3CCN(S(C)(=O)=O)CC3)o2)cc1 across the screens: HCT-15: 102; HCT-116: 105; SW-620: 101; OVCAR-4: 99; HT29: 102; IGROV1: 97; COLO 205: 105; KM12: 102; SK-OV-3: 109
CCOc1ccccc1/C=C1\SC(=S)N(CC)C1=O across the screens: HCT-15: 100; HCT-116: 96; SW-620: 105; OVCAR-4: 116; HT29: 117; IGROV1: 98; COLO 205: 94; KM12: 95; SK-OV-3: 100

Remaining list, next part:
compound	HCT-15	HCT-116	SW-620	OVCAR-4	HT29	IGROV1	COLO 205	KM12	SK-OV-3
O=C(/C=C/c1ccccc1)c1ccccc1O	67	63	75	88	85	77	105	28	107
O=C1OCC2=C1C(c1ccccc1)c1cc3c(cc1N2CCO)OCO3 (stereo not given)	24	7.2*	24	52	12	40	-8.3*	23	6.8*
COc1ccc(NC(=O)Cn2c(=O)sc3c(-c4ccc(Cl)cc4)cc(-c4ccc(Cl)cc4)nc32)cc1	93	88	100	98	83	92	100	100	102
Nc1cccc(S(=O)(=O)Nc2ccccc2)c1	96	104	110	105	106	104	88	107	110
COc1cc[n+]([O-])cc1[N+](=O)[O-]	98	107	118	119	102	111	101	107	95
C(=N\C(/N=C/c1ccco1)c1ccco1)/c1ccco1	104	103	115	117	104	115	115	110	102
CC(=O)n1nc(C(=O)OCC(C)(C)C)c2ccccc21	90	99	108	103	110	103	118	99	131
CN1CCN(CC2C(=O)C3CCC2C3)CC1 (stereo not given)	99	105	112	107	110	114	126	105	112
O=C(O)C/C1=C/CCCCCC1	98	96	101	98	105	106	117	109	104
CC1(C)OCC([C@H]2O[P@](=O)(c3ccccc3)[C@@H](Nc3ccc4ccccc4c3)[C@H]3OC(C)(C)O[C@H]32)O1 (stereo not given in full)	102	91	85	x	81	62	115	108	103
O=C(N/N=C/c1ccc(/C=N/NC(=O)c2cc(O)c(O)c(O)c2)cc1)c1cc(O)c(O)c(O)c1	96	97	100	101	103	105	106	102	97
COc1ccc(/C=C/C(=O)c2ccc(Nc3ccnc4cc(Cl)ccc34)cc2)cc1	78	34	94	97	45	94	117	154	111
COc1ccc(-c2nc3sccn3c2-c2ccnc(NCCCNS(=O)(=O)c3ccc(F)cc3)n2)cc1	2.9*	8.6*	23	17	20	16	1.9*	9.8*	40
CC(=O)OC[C@@]12CC[C@]3(C)[C@H](CC[C@@H]4[C@@]5(C)CC=C(OC(C)=O)C(C)(C)[C@@H]5CC[C@]43C)[C@H]1[C@@H](C)C(C)=C(/C(C)=N/O)C2	64	31	60	76	71	96	55	73	85
Cc1cc(C)c(O)c(CNCCCNCc2cc(C)cc(C)c2O)c1	35	52	72	88	71	62	9.0*	61	89
CCCCCCSc1nnc(-c2c(C)nc3ccc(Cl)cn23)o1	97	85	98	91	100	69	107	96	x
CC(C)c1cc(-c2nc3ccccc3[nH]2)no1	106	93	102	124	89	108	125	111	111
Nc1cc2c(cc1Br)-c1cc(Cl)ccc1C2=O	102	96	109	100	102	74	87	99	99
N#Cc1ccccc1-c1ccc(Cn2c(-c3cscn3)nc3ccc(Cl)cc32)cc1	86	65	94	77	80	89	104	89	87
COc1ccc(/C=C2\N=C3N(NC4(CCCc5ccccc54)N3c3ccccc3)C2=O)cc1 (stereo not given)	100	93	94	89	103	77	109	94	92
COc1cc2[nH]c(=O)c3c4cccnc4cn3c2cc1OC	99	97	92	x	x	112	106	103	101
C[N+]1(CC2CO2)CCCCCC1 (stereo not given)	95	103	106	94	112	112	120	94	113
O=C(Cn1[nH]c(=O)c2ccccc2c1=O)OCc1csc(-c2ccccc2)n1	129	112	110	104	107	101	x	105	115
N=c1c(S(=O)(=O)c2ccccc2)cc2c(=O)n3ccccc3nc2n1C1CCCCC1	101	97	104	119	109	99	116	103	118
CCOC(=O)c1sc(/N=C2\NC(=O)/C(=C/c3ccc(F)cc3)S2)nc1C	93	86	110	89	97	95	104	94	84
Nc1nc(N)c2nc(CNc3ccc(C(=O)CC(CCC(=O)O)C(=O)O)cc3)cnc2n1 (stereo not given)	33	22	26	80	37	-59*	66	32	52
CCCCCCCCCCCCCCCCCC1=NC(C)(C)CN1C(C)(C)CO	1.3*	-100*	-100*	3.3*	-100*	-84*	-100*	-100*	-40*

Two successive compounds out of the list so far:
compound	HCT-15	HCT-116	SW-620	OVCAR-4	HT29	IGROV1	COLO 205	KM12	SK-OV-3
O=C(O)C/C1=C/CCCCCC1	98	96	101	98	105	106	117	109	104
CC1(C)OCC([C@H]2O[P@](=O)(c3ccccc3)[C@@H](Nc3ccc4ccccc4c3)[C@H]3OC(C)(C)O[C@H]32)O1 (stereo not given in full)	102	91	85	x	81	62	115	108	103

Exported with values under each structure: part of the list above.
Every second line gives: HCT-15 | HCT-116 | SW-620 | OVCAR-4 | HT29 | IGROV1 | COLO 205 | KM12 | SK-OV-3
- COc1ccc(-c2nc3sccn3c2-c2ccnc(NCCCNS(=O)(=O)c3ccc(F)cc3)n2)cc1
→ 2.9* | 8.6* | 23 | 17 | 20 | 16 | 1.9* | 9.8* | 40
- CC(=O)OC[C@@]12CC[C@]3(C)[C@H](CC[C@@H]4[C@@]5(C)CC=C(OC(C)=O)C(C)(C)[C@@H]5CC[C@]43C)[C@H]1[C@@H](C)C(C)=C(/C(C)=N/O)C2
→ 64 | 31 | 60 | 76 | 71 | 96 | 55 | 73 | 85
- Cc1cc(C)c(O)c(CNCCCNCc2cc(C)cc(C)c2O)c1
→ 35 | 52 | 72 | 88 | 71 | 62 | 9.0* | 61 | 89
